MEX-5 binding = C. elegans MEX-5 TCR-2 RNA binding activity. Q9XUB2. MEX-5/FITC-TCR2 RNA binding, fluorescence polarization; hits give low values. activity score (negative = inhibition of binding), % at 10 µM. actives 0.38% (n = 300,000). AID 1832;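 active = inhibition past about -25% in most replicates, and total fluorescence under double the plate's negative control median, limit read from the data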;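 also: 0% = DMSO and -100% = 5 µM competing unlabeled TCR2 RNA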
MCL1 BIM primary = inhibitors of human MCL1 binding to BIM-BH3 peptide; Q07820; GST-MCL1 / FITC-Bim-BH3 fluorescence polarization; actives 0.68% (n = 320,000); inhibition, % at 10.9 µM;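 active = inhibition above the mean inhibition of all tested compounds plus 3 SD, set per campaign, cut at about 40% in these data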;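 also: 0% = DMSO wells and 100% = unlabeled Bim-BH3 peptide control; higher means more loss of mP so more displacement of Bim peptide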
PME-1 primary = blocks human protein phosphatase methylesterase 1; Q9Y570; recombinant PME-1, FP-Rh probe fluorescence polarization; inhibition, % at 5.9 µM; actives 0.53% (n = 320,000);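 active = inhibition above the campaign mean of all compounds plus 3 SD, cut at about 26% in these data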;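 also: competitive labeling of PME-1 active site by serine hydrolase directed probe; 0% = PME-1 with DMSO and 100% = wells lacking PME-1 enzyme; inhibitors block probe labeling so polarization falls and inhibition rises; many of its hits are not listed in these tables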
Target sequence (Q9Y570 whole entry, looked up): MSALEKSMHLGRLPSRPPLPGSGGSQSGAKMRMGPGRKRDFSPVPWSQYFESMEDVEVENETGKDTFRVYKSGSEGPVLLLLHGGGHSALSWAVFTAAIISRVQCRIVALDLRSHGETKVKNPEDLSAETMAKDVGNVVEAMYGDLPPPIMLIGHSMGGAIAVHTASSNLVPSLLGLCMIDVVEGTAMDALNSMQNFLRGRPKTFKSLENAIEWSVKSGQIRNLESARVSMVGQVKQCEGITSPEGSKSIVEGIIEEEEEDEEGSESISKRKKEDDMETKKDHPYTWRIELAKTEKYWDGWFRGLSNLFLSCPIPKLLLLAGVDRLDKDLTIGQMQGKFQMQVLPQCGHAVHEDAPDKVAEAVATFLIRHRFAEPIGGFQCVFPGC
GLD-1 TGE inh = GLD-1-TGE RNA interaction inhibition (C. elegans); purified GLD-1 + fluorescein TGE RNA, fluorescence polarization; actives 0.44% (n = 320,000); Q17339; inhibition, % at 5.96 µM; AID 2280;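 active = percent inhibition above a per-plate cutoff, the plate mean of test compounds plus 3 SD, cut at about 30% in these data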;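 also: 0% = DMSO wells with GLD-1 and probe and 100% = wells lacking GLD-1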
Target sequence (Q17339 whole entry, looked up): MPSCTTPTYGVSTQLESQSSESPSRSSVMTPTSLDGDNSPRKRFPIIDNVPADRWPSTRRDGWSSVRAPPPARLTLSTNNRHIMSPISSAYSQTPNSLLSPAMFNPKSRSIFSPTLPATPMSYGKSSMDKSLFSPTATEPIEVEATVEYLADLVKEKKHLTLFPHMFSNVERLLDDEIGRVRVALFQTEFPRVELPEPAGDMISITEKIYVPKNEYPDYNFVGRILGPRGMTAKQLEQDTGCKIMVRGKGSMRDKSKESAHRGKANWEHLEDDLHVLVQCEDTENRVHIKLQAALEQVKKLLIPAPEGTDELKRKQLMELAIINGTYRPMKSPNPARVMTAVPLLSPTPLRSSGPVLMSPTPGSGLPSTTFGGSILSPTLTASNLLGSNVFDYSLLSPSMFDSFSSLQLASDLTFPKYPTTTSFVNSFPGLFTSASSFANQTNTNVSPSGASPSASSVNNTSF
PAFAH1B2 inh = PAFAH1B2 (human) inhibition; recombinant PAFAH1B2, FP-rhodamine activity probe, fluorescence polarization; P68402; inhibition, % at 3.39 µM; actives 1.2% (n = 340,000);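 active = inhibition above the mean of all tested compounds plus 3 SD, cut at about 24% in these data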;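 also: 0% = enzyme with DMSO and 100% = wells lacking PAFAH1B2; many of its hits are not listed in these tables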
AHR activator = activators of human aryl hydrocarbon receptor | activation, % at 5 µM | AHR-responsive luciferase reporter cells, luminescence | actives 2.5% (n = 320,000); in the data active = activation above about 47%;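 also: 0% = vehicle wells and 100% = reference agonist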
Fam108B counter = counter-screen for RBBP9 inhibitors: inhibitors of mouse Fam108B; recombinant Fam108B, FP-Rh probe fluorescence polarization; inhibition, % at 9.51 µM; actives 0.33% (n = 300,000); AID 1947;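 active = inhibition above the screen mean inhibition plus 3 SD, computed separately per campaign, cut at about 18% in these data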;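 also: inhibitors lower polarization as less probe binds the enzyme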
pPAFAH FP inh = pPAFAH (human) enzyme inhibition. Q13093. AID 463082. actives 1.5% (n = 330,000). recombinant pPAFAH, FP-rhodamine probe fluorescence polarization. inhibition, % at 3.39 µM;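 active = inhibition above the mean inhibition across the screen plus 3 SD, cut at about 25% in these data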;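 also: inhibitors block binding of the rhodamine activity-based probe so polarization drops; 0% = enzyme with DMSO and 100% = wells lacking pPAFAH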
Bcl-xL primary = Bcl-xL (human) inhibition; AID 2129; inhibition, % at 10.9 µM; GST-Bcl-xL / FITC-Bim BH3 peptide fluorescence polarization; Q07817; actives 0.7% (n = 320,000);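 active = inhibition above the mean of all tested compounds plus 3 SD, cutoff set per campaign, cut at about 30% in these data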;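 also: 0% = DMSO wells and 100% = unlabeled Bim-BH3 peptide competitor; inhibitors lower millipolarization by displacing the labeled peptide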
An asterisk follows results filed as active; x = not tested or not shown. These rows are one share of the data; the hit share may differ from the screen's.

Every second line gives: MEX-5 binding	MCL1 BIM primary	PME-1 primary	GLD-1 TGE inh	PAFAH1B2 inh	AHR activator	Fam108B counter	pPAFAH FP inh	Bcl-xL primary
- CC(OC(=O)CCCN=C1NS(=O)(=O)c2ccccc21)C(=O)Nc1ccc(F)c(F)c1F (stereo unspecified)
→ -1.4	-10.3	9.0	-7.3	1.6	0.0	-0.5	-2.9	-10.2
- Cc1ccc(S(=O)(=O)Oc2ccccc2/C=N/NC(N)=S)cc1
→ -3.8	4.7	-1.5	-1.8	3.7	0.7	2.2	0.8	0.8
- Cn1c(=O)n(C)c2cc([N+](=O)[O-])c(N3CCN(S(=O)(=O)c4ccc(C(C)(C)C)cc4)CC3)cc21
→ 0.8	9.6	9.3	6.6	1.7	-0.9	1.3	4.1	8.1
- COC(=O)C(=C/C=C/N1CCOCC1)C(=O)OC
→ -11.6	4.7	7.2	17.9	x	-2.5	5.9	25.3*	9.8
- CCOc1ccc(NC(=O)CSc2nc(C)c3c(c2C#N)CCCC3)cc1
→ 0.6	-0.6	4.4	5.4	-3.3	2.8	1.2	-4.3	4.0
- Nc1ncc([N+](=O)[O-])c(N2CCCCCC2)n1
→ -0.1	2.2	2.3	5.1	-0.5	-8.4	4.1	9.8	4.8
- O=C(Nc1ccccc1N1CCCC1)c1cccc(F)c1
→ -2.8	2.8	-2.1	-0.2	7.0	3.1	1.0	11.9	1.0
- Cc1nc2scc(C)n2c(=O)c1S(=O)(=O)NCc1ccc(F)cc1
→ 0.9	3.8	3.3	-4.7	0.4	2.0	-1.4	-2.6	1.1
- O=C(Cn1nc(C(=O)O)c2ccccc2c1=O)Nc1cc(C(F)(F)F)ccc1-n1cncn1
→ x	2.8	4.4	3.7	4.8	7.6	x	-1.5	0.3
- COC(=O)c1ccccc1S(=O)(=O)NCc1nc2nc(C)cc(C)n2n1
→ 2.9	-1.9	-1.8	8.1	2.4	15.5	-2.7	3.0	0.1
- COc1ccccc1C1(O)CCN(CC(=O)Nc2nc(-c3ccccc3)cs2)CC1
→ 3.2	3.9	1.5	7.4	2.5	8.7	-1.4	2.5	1.7
- Nc1cccc(-c2cnc3ccccc3n2)c1
→ -4.5	1.7	1.1	6.7	5.4	13.4	-1.9	7.5	6.0
- COc1ccc2cc3c(N)nn(C(=O)c4ccccc4[N+](=O)[O-])c3nc2c1
→ 0.8	3.9	15.4	5.8	-4.1	37.7	3.7	6.4	7.6
- CCCCCn1nnc2c(=O)oc3ccccc3c21
→ -1.5	-0.3	1.6	-9.3	-0.8	-1.6	3.3	5.0	3.7
- O=C(Nc1ccc2c(c1)OCCO2)c1ccc(Cl)c([N+](=O)[O-])c1
→ 2.0	13.2	10.7	0.6	-1.9	0.1	2.5	6.5	4.4
- COc1ccc(/C=C/C(=O)N(C(C)C)C(C)C)cc1Br
→ 0.7	2.5	-10.1	-3.3	1.9	5.4	0.2	4.7	2.5
- Cc1sc(NC(=O)CSc2ncn(-c3ccccc3)n2)nc1-c1ccccc1
→ -0.1	-1.0	-10.7	3.1	-3.0	5.4	-12.9	-11.9	-2.8
- COc1ccc(C(=O)N2c3ccccc3CC2C)cc1OC (stereo unspecified)
→ -0.3	3.1	2.7	6.4	-0.2	3.1	-1.5	4.5	2.3
- C#CC[N+](C)(C)CCCCCCCC
→ 2.5	-11.1	-0.1	-2.2	7.6	-0.9	1.7	1.9	0.3
- Nc1nonc1C(=O)NCCNS(=O)(=O)c1ccc(F)cc1
→ 0.9	8.3	-1.5	0.8	2.1	0.9	-5.1	0.4	4.6
- COc1ccc(NC(=O)CSc2nc3c([nH]c4ccccc43)c(=O)n2C)cc1
→ -0.1	8.4	-0.1	2.9	-0.5	20.0	2.7	-10.9	2.1
- Cc1cc(C(=O)Nc2ccccc2)c(C)o1
→ 3.1	-5.1	-10.0	-7.4	1.1	2.2	0.0	-4.0	1.8
- CCOP(=O)(OCC)/C(=N/OC(=O)c1cccc([N+](=O)[O-])c1)C(N)=O
→ -0.3	-1.5	-1.2	1.5	3.8	0.9	0.5	0.5	3.9
- COC(c1ccc(Cl)cc1)(c1ccc(Cl)cc1)C(Oc1nccc(C)n1)C(=O)O (stereo unspecified)
→ -0.3	2.7	1.8	4.4	1.5	-1.1	-4.0	1.8	5.1
- COc1ccc(N2CCN(C(CNS(=O)(=O)c3ccc4c(c3)OCCO4)c3ccco3)CC2)cc1 (stereo unspecified)
→ 1.8	-2.1	9.7	-0.9	2.8	-0.6	1.0	2.6	-1.5
- CN(C)S(=O)(=O)c1ccc(C(=O)NCC(C)(C)CN=C2NS(=O)(=O)c3ccccc32)cc1
→ -2.2	12.1	19.8	4.6	4.0	-1.0	2.0	1.6	10.9
- CCOC(=O)c1ccccc1NC(=O)CSC(C)C(=O)Nc1cc(C)on1 (stereo unspecified)
→ -0.6	-4.5	-1.8	-3.2	1.5	-2.6	1.4	1.7	-0.6
- c1ccc(CSc2ncnc3c2oc2ccccc23)cc1
→ -1.1	-4.0	-8.0	3.3	2.1	14.0	-5.0	9.3	3.2
- Cc1ccc(NC(=S)Nc2cccc3ccccc23)cc1F
→ 0.4	8.4	10.0	0.5	5.8	83.9*	2.8	5.9	4.1
- Cc1c(C(=O)OCC(=O)Nc2ccccc2OC(F)F)cccc1[N+](=O)[O-]
→ -0.9	0.2	8.7	3.5	4.7	-3.8	-0.5	9.1	6.8
- CCc1cc(C(=O)NN2C(=O)NC3(CCCCC3)C2=O)sc1C
→ x	1.6	-0.4	-2.3	0.9	-1.0	x	1.6	0.7
- O=C(Nc1ccnn1C1CCN(C(=O)c2ccc(F)c(Cl)c2)CC1)C1CC1
→ 0.1	-6.8	-3.0	4.6	-4.9	-2.6	-5.0	-3.4	-0.4
- COc1cccc(NS(=O)(=O)NC(=O)c2cn(C)c3ccccc23)c1
→ -2.2	3.8	-3.2	-5.7	-1.1	1.1	-5.0	10.7	4.4
- O=C(O)c1cnc2ccccc2n1
→ -0.7	6.5	2.7	6.2	-0.7	7.4	-1.7	-1.8	6.7
- CS(=O)(=O)N(CC(=O)NCc1ccco1)c1ccc(OCc2ccccc2)cc1
→ -0.1	-2.0	1.8	-0.1	12.2	3.9	1.4	3.2	-0.3
- COc1cccc(-c2nc(-c3ccc4c(c3)NC(=O)CO4)cs2)c1
→ 0.4	-0.5	-5.6	3.5	3.0	-2.6	-7.5	11.5	3.9
- COc1ccccc1CNC(=O)CS(=O)Cc1nc(-c2ccccc2C)oc1C (stereo unspecified)
→ 1.8	8.8	-1.0	-3.0	1.9	8.8	5.1	-2.2	5.9
- Cc1ccc2nc(C)c(C(=O)N/N=C/c3ccc(N4CCOCC4)cc3)cc2c1
→ x	0.1	2.2	1.2	1.9	9.7	-4.1	6.9	5.8
- COc1ccc(/C=C/C(=O)NC(C)CCc2ccccc2)cc1OC (stereo unspecified)
→ 0.8	3.4	6.8	-16.8	-0.3	10.5	1.1	5.7	8.2
- COc1ccc(CNC(=O)C2CCN(C(=O)Cc3ccccc3)CC2)cc1
→ -0.9	-7.0	3.2	4.0	2.8	1.1	4.0	-1.7	-2.2
- CC(C)(C)c1ccc(O)c(O)c1
→ x	16.5	2.0	10.1	16.6	1.3	x	3.8	16.3
- CC(NC(=O)c1ccc2c(c1)C(=O)N(Cc1cccnc1)C2=O)c1ccccc1 (stereo unspecified)
→ -1.1	-1.6	5.9	5.8	15.6	1.0	5.1	6.2	1.2
- COc1cccc(-n2nc(C(=O)O)c3ccccc3c2=O)c1
→ -1.0	2.3	2.5	4.4	0.0	-3.1	2.4	-0.9	1.1
- CC(=O)Nc1cccc(C(=O)OCC(=O)NCc2ccc(F)cc2)c1
→ 2.8	-5.6	1.0	3.8	3.0	0.1	-2.1	0.0	-5.9
- CCCCOc1ccc(C(=O)NCC(=O)OCC(=O)N2CCN(S(=O)(=O)c3ccc(C)cc3C)CC2)cc1
→ 0.6	-6.3	-8.0	-1.4	5.9	0.4	-21.0	28.0*	0.5
- COc1ccc(/C=C/C(=O)c2ccc(O)cc2)cc1CN1CCOCC1
→ -2.2	4.6	-6.3	1.8	9.2	0.8	-0.8	-6.0	-2.4
- Cn1nccc1NS(=O)(=O)c1ccc(F)cc1
→ -1.0	-5.0	0.4	2.9	3.2	-1.4	-2.2	5.5	1.2
- Cn1c(/N=C/c2ccccc2[N+](=O)[O-])nc2ccccc21
→ 1.5	-8.1	-2.2	-0.1	0.6	20.9	1.7	5.8	-1.3
- CC(C)C(C(=O)NCC1CCCO1)N(Cc1ccco1)C(=O)CNS(=O)(=O)c1ccccc1 (stereo unspecified)
→ 0.4	-0.8	9.1	3.8	1.1	2.3	4.4	2.4	-7.5
- Cc1ccc(C)c(NC(=O)C2CCCN(S(=O)(=O)c3ccc4[nH]c(=O)ccc4c3)C2)c1 (stereo unspecified)
→ 1.3	5.7	-1.9	7.9	0.2	6.0	1.3	3.2	6.8

Quoted at random: 5 entries already listed, in no set order.
Every second line gives: MEX-5 binding	MCL1 BIM primary	PME-1 primary	GLD-1 TGE inh	PAFAH1B2 inh	AHR activator	Fam108B counter	pPAFAH FP inh	Bcl-xL primary
- Cn1c(/N=C/c2ccccc2[N+](=O)[O-])nc2ccccc21
→ 1.5	-8.1	-2.2	-0.1	0.6	20.9	1.7	5.8	-1.3
- CC(C)(C)c1ccc(O)c(O)c1
→ x	16.5	2.0	10.1	16.6	1.3	x	3.8	16.3
- CCCCOc1ccc(C(=O)NCC(=O)OCC(=O)N2CCN(S(=O)(=O)c3ccc(C)cc3C)CC2)cc1
→ 0.6	-6.3	-8.0	-1.4	5.9	0.4	-21.0	28.0*	0.5
- Cc1ccc(C)c(NC(=O)C2CCCN(S(=O)(=O)c3ccc4[nH]c(=O)ccc4c3)C2)c1 (stereo unspecified)
→ 1.3	5.7	-1.9	7.9	0.2	6.0	1.3	3.2	6.8
- COc1ccc(/C=C/C(=O)c2ccc(O)cc2)cc1CN1CCOCC1
→ -2.2	4.6	-6.3	1.8	9.2	0.8	-0.8	-6.0	-2.4

Source: PubChem (several laboratories)
